Bioassay records as filed in PubChem.
Keap1-Nrf2 PPI – Keap1-Nrf2 protein-protein interaction inhibitors, primary screen, biochemical, fluorescence polarization, single point; Keap1 Kelch-Nrf2 peptide fluorescence polarization, 1536-well; inhibition, % at 9.4 µM; hit rate 0.15% among 340,000; AID 504523, 2011; in the data active = inhibition above about 12%;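 note: human Keap1 Kelch domain with fluorescein labeled Nrf2 9mer peptide probe; 0% = neutral control wells and 100% = peptide positive control; higher means more block of Keap1 binding to Nrf2 peptide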
RTF Ca sens inh – cardiac RTF calcium sensitivity inhibitors, primary screen, biochemical, IANBD-TnC fluorescence, EC70 calcium. AID 493244, 2011. hit rate 0.12% among 340,000. Troponin I, cardiac muscle (Homo sapiens) + Troponin T, cardiac muscle (Homo sapiens) + …. IANBD-labeled cardiac RTF, Ca2+ fluorescence. inhibition, % at 7.15 µM;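 active = inhibition above the mean inhibition of all tested compounds plus 3 SD, cut at about 17% in these data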;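 note: assay run at fixed EC70 calcium of 1.6 mM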
LANA DNA inh – inhibitors of KSHV C-LANA binding to DNA, primary screen, biochemical, fluorescence polarization, FAM-LBS DNA, MBP-C-LANA, single point; Kaposi's sarcoma herpesvirus LANA C-terminal domain (residues 932-1162) DNA binding; inhibition, % at 9 µM; hit rate 0.078% among 340,000;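 active = highest replicate inhibition at or above 60% at 9 µM, even if other replicates fall short; inactive = all replicates below 60% inhibition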;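 note: 0% = neutral control wells and 100% = 4 µM acridine orange control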
HTR5A ag ctr – HTR5A agonists in luminescence cell assay, primary screen, counter-screen for OPRM1-OPRD1 heterodimer agonist project, full-deck HTS. hit rate 0.61% among 340,000. 5-hydroxytryptamine receptor 5A (Homo sapiens), P47898. AID 504692, 2011. cell-based. activation, % at 9.3 µM; in the data active = activation mostly above about 9.5%, no sharp cut-off; inactive = mostly below about 7.6%;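 note: 0% = cells with vehicle only and 100% = reference agonist; strong numbers were not always called active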
CAL PDZ FP – untagged CAL PDZ binding inhibitors, primary screen, biochemical, fluorescence polarization, HTS. AID 602252, 2012. purified CAL PDZ, TMR-peptide fluorescence polarization, 1 h. inhibition, % at 24.9 µM. hit rate 0.92% among 300,000;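 active = mean inhibition of at least 30% with at least half of replicates also reaching 30%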;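 note: 0% = DMSO neutral control and 100% = excess unlabeled competitor peptide PRC23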
MOR-DOR inv ag – inverse agonists of MOR-DOR heterodimerization, primary screen, cell-based, luminescence; Mu-type opioid receptor (Homo sapiens) + Delta-type opioid receptor (Homo sapiens), …; cell-based MOR-DOR heterodimer luminescence, inverse agonism; inhibition, % at 9.3 µM; hit rate 0.21% among 340,000; in the data active = inhibition above about 22%, passing the limit was not always enough;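 note: 0% = cells with DMSO and 100% = wells without cells with DMSO; values of inactives mirror those of a sister screen read the other way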
Target sequence (P35372 whole entry, looked up): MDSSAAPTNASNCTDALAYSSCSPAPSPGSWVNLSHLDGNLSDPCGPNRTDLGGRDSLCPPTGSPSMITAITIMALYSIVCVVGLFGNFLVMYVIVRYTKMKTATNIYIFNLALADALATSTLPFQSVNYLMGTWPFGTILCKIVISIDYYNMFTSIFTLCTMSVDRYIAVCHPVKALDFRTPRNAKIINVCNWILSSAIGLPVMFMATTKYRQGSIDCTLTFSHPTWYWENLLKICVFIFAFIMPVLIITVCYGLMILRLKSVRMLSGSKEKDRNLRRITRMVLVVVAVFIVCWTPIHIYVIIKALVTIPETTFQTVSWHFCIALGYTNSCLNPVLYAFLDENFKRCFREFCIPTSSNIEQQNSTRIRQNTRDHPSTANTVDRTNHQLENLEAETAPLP
Target sequence (P41143 whole entry, looked up): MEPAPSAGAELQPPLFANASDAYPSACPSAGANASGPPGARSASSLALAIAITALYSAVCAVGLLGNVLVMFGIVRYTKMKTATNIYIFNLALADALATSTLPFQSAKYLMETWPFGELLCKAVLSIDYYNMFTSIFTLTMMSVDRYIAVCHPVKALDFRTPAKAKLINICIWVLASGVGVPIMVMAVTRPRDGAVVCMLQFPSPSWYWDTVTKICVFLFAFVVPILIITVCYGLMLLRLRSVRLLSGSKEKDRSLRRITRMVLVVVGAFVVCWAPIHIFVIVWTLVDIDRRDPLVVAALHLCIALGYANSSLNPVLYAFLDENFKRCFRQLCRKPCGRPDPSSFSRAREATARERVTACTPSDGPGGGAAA
HTR5A inv ag – HTR5A inverse agonists in luminescence cell assay, primary screen, counter-screen for OPRM1-OPRD1 heterodimer inverse agonist project, full-deck HTS | inhibition, % at 9.3 µM | HTR5A cell line, inverse agonism | AID 504634, 2011 | hit rate 0.083% among 340,000; in the data active = inhibition mostly above about 23%, no sharp cut-off; inactive = mostly below about 18%;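 note: 0% = cells with DMSO and 100% = no-cell wells with DMSO; some compounds called inactive have numbers as strong as hits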
MOR-DOR ag – agonists of OPRM1-OPRD1 heterodimerization, primary screen, cell-based, luminescence | Mu-type opioid receptor (Homo sapiens) + Delta-type opioid receptor (Homo sapiens), … | cells | activation, % at 9.3 µM | hit rate 0.3% among 340,000 | AID 504326, 2011; in the data active = activation above about 18%;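 note: 0% = vehicle-treated cells and 100% = reference agonist; values of inactives mirror those of a sister screen read the other way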
cardiac RTF act – cardiac RTF calcium sensitivity activators, primary screen, biochemical, IANBD-TnC fluorescence, EC20 calcium; AID 493008, 2010; IANBD-labeled TnC RTF fluorescence at EC20 calcium; 0% EC20 calcium, 100% full calcium; Troponin I, cardiac muscle (Homo sapiens) + Troponin T, cardiac muscle (Homo sapiens) + …; activation, % at 7.2 µM; hit rate 0.24% among 340,000;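 active = activation above the mean over all tested compounds plus 3 SD, cut at about 30% in these data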;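 note: rise in fluorescence read as greater calcium sensitivity of cardiac thin filaments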
V-ATPase pHluor – regulators of yeast V-ATPase proton pumping, primary screen, pHLuorin cytosolic pH fluorescence | hit rate 0.37% among 350,000 | response, % at 10 µM | S. cerevisiae; in the data active = response mostly above about 7.3%, no sharp cut-off; inactive = mostly below about 5.4%; note: actives read high; inactives centre near 0; some compounds called inactive have numbers as strong as hits; reference of the scale not given here
The depositor's hits bear a star; / = not tested or not shown.

SMILES	Keap1-Nrf2 PPI	RTF Ca sens inh	LANA DNA inh	HTR5A ag ctr	CAL PDZ FP	MOR-DOR inv ag	HTR5A inv ag	MOR-DOR ag	cardiac RTF act	V-ATPase pHluor
CN(C)/C=C(\C(=O)c1ccccc1)c1nnnn1-c1ccccc1	3	-7	0.3	-3	/	8	4	-1.5	5	1
CCC(C)NCCOc1ccc(C(C)(C)c2ccccc2)cc1 (configuration not stated)	0	-3	-2.6	-1	-1	-8	0	1.7	-2	-2
CC(NC(=O)c1cc2c(=O)n(C)c3ccccc3c2n1C)c1ccc2c(c1)OCCO2 (configuration not stated)	1	0	3.1	-6	/	3	16	-0.6	4	1
CC(C(=O)N1CCc2ccccc21)N1CCN(Cc2ccc(Cl)cc2)CC1 (configuration not stated)	-3	-9	0.5	6	-1	18	-18	-2.8	0	1
COc1ccc(NC2CCCN(C(=O)CSc3ccccc3)C2)cc1 (configuration not stated)	-1	-7	0.9	1	1	15	-5	-2.8	-6	-2
O=C1NC2NC(=O)N(C(Cc3ccccc3)C(=O)O)C2N1 (configuration not stated)	-6	-2	0.2	-5	-4	6	11	-1.2	1	7
O=C(Nc1ccccc1Cl)c1ccc(-c2ccccn2)s1	-4	-1	0.7	1	9	10	-12	-1.9	10	-1
Cc1c(Cl)cccc1NC(=S)N(C)CCC#N	3	-8	-1.2	1	-2	11	-3	-2.4	-1	-1
Cc1ccc(S(=O)(=O)C2(C(=O)Nc3cccnc3)CC2)cc1	4	-4	1.9	5	/	1	-13	-0.1	-5	0
COc1ccc(Cl)cc1S(=O)(=O)N1CCN(C(=O)COc2ccccc2)CC1	-7	-1	0.8	2	2	-5	-5	1.3	4	-5
COc1ccc(C2=NN(CCC(=O)NCc3ccc4c(c3)OCO4)C(=O)CC2)cc1	0	-5	-1.7	-4	-5	0	13	0.0	0	0
CC(O)[C@H]1CC[C@H]2[C@@H]3CC[C@H]4C[C@H](O)CC[C@]4(C)[C@H]3[C@H](O)C[C@]12C (some centres not stated)	-2	-4	-1.0	4	-2	14	15	-2.6	-3	-5
O=C(CSc1nc2ncc(Cl)cc2[nH]1)c1c[nH]c2ccccc12	0	3	2.1	5	-5	-80	-15	15	2	1
COc1ccc(NC(=O)c2cc(-c3cccs3)on2)cc1	-1	-4	-1.4	1	-1	-6	-25	0.7	1	-1
COC(=O)C1=C(C)N(Cc2ccccc2)C(=NCCc2c[nH]c3ccccc23)N[C@H]1c1cccc(C(F)(F)F)c1	-1	1	-4.1	13	-3	-100	-36	22*	2	1
CCCC(c1nnnn1Cc1ccc(F)cc1)N1CCN(CC)CC1 (configuration not stated)	-4	-7	1.0	-2	-5	14	4	-2.4	-3	0
O=C(COC(=O)c1cccc(Cl)c1)NC1CCCCCCC1	-3	-4	-0.6	5	-5	-16	-12	4.0	-4	2
Cc1ccc(C(=O)N/N=C\c2cc3c(cc2Br)OCO3)cn1	2	-18	1.0	2	2	-12	-7	1.5	-3	1
Cc1cc(C(=O)CSc2ccc(F)cc2)cc(C)c1OC(=S)N(C)C	-1	13	1.1	-1	-1	10	2	-1.8	-1	1
CCC(=O)N1CCCc2cc(S(=O)(=O)N3CCN(c4ncccn4)CC3)ccc21	-4	5	-1.7	0	/	2	1	-0.3	3	11
O=c1[nH]cnc2[nH]ncc12	0	-7	-1.9	7	-5	4	-32	-0.8	5	4
CCN(CC)c1ccc(NC(=O)c2ccc3c(c2)OCO3)c(C)c1	-1	-8	-1.4	-1	-3	-5	3	0.9	0	0
COCCNC(=S)N1CCN(c2nc3ccccc3s2)CC1	-1	-1	1.3	4	-3	9	-12	-2.0	-3	0
COc1ccc(N2CCN(C(=O)COC(=O)CCc3ccccc3OC)CC2)cc1	-1	-7	0.3	-5	-8	-6	14	0.8	-10	4
COC(=O)/C=C1/S/C(=N/NC(=O)c2ccccc2C)NC1=O	-7	-8	0.0	-2	-4	6	-5	-1.1	0	3

Results in CAL PDZ FP, RTF Ca sens inh and MOR-DOR inv ag, for some of the entries so far:
| Compound | CAL PDZ FP | RTF Ca sens inh | MOR-DOR inv ag |
| --- | --- | --- | --- |
| COc1ccc(Cl)cc1S(=O)(=O)N1CCN(C(=O)COc2ccccc2)CC1 | 2 | -1 | -5 |
| CC(O)[C@H]1CC[C@H]2[C@@H]3CC[C@H]4C[C@H](O)CC[C@]4(C)[C@H]3[C@H](O)C[C@]12C (some centres not stated) | -2 | -4 | 14 |
| O=C(Nc1ccccc1Cl)c1ccc(-c2ccccn2)s1 | 9 | -1 | 10 |

Carrying on.
SMILES	Keap1-Nrf2 PPI	RTF Ca sens inh	LANA DNA inh	HTR5A ag ctr	CAL PDZ FP	MOR-DOR inv ag	HTR5A inv ag	MOR-DOR ag	cardiac RTF act	V-ATPase pHluor
COc1ccccc1CCc1nnc(CCC(=O)NCC2CCCO2)o1 (configuration not stated)	-1	-3	0.5	-4	-1	7	-21	-1.4	2	-1
CC(NCCOCCOc1ccccc1)c1ccccc1 (configuration not stated)	1	-8	1.4	-2	-2	-11	2	2.1	4	3
O=[N+]([O-])c1ccc(-c2cn(-c3ccccc3)c(=S)[nH]2)cc1	0	-9	-0.1	1	-1	-8	1	1.4	-12	-6
CCN(CC)S(=O)(=O)c1cccc(C(=O)Nc2cc(C)on2)c1	1	-10	0.9	1	-3	2	-5	-0.5	1	-4
COc1cc2c(cc1OC)CN(C(=O)c1oc3ccccc3c1C)CC2	1	-8	-0.3	6	/	-20	-3	2.5	-4	4
COc1ccc(OC)c(/C=N\NC(=O)c2ccc(-c3ccccc3)cc2)c1	-6	3	1.5	2	-3	-10	-6	2.6	-1	-1
COC(=O)c1sc(N)c(C(=O)OC)c1CSc1nnc(-c2ccccc2Cl)n1C	-7	-12	-1.2	-1	/	5	21	-0.9	-4	9
CCOC(=O)/C(C(=O)Nc1ccc(Br)cc1)=C1/NC(C)(C)Cc2ccccc21	-4	4	-0.1	-3	-3	-20	-10	4.0	9	-1
CCOC(=O)c1c(-c2ccccc2)csc1NC(=O)CSc1nc(N)cc(N)n1	-2	2	-1.2	11	-4	0	16	-0.1	-2	-1
NC(=O)c1ccccc1NC(=O)Nc1cccc2ccccc12	2	11	-1.2	-2	-5	25	-1	-4.9	2	0
O=C(CCCl)N1CCN(c2nc(-c3ccccc3)cs2)CC1	-3	0	-0.1	0	-2	8	0	-1.7	-8	0
COc1ccc(CCNC(=O)c2ccc(CNS(=O)(=O)c3ccc(C(C)(C)C)cc3)cc2)cc1OC	-1	-4	-2.0	1	-7	7	-2	-1.4	-2	-1
COCCn1cnnc1SCC(=O)Nc1cccc(S(=O)(=O)N(C)c2ccccc2)c1	1	3	-1.0	2	1	10	-1	-2.0	5	-1
COc1ccc(C(=O)NC(=S)Nc2ccc(N3CCCC3)cc2)cc1OC	-5	0	0.9	4	-4	7	8	-1.3	5	-1
Cc1cc2oc(C(=O)N3CCN(Cc4ccccc4)CC3)c(C)c2cc1C	3	2	-0.8	3	-6	-9	-14	1.7	-8	-2
CCCc1nc(SCC(=O)Nc2nccs2)c2ccccc2n1	-2	-9	-0.2	1	0	-1	23	0.2	3	2
COc1ccccc1CCNC(=O)Cn1ccc2cc(S(=O)(=O)N3CCCC3)ccc21	-1	0	-0.2	-1	4	9	2	-1.7	-9	-3
Cn1c(CN2CCOCC2)nc2cc(NC(=O)c3ccccc3Cl)ccc21	-5	-2	1.6	-1	-4	20	20	-4.5	-2	1
N#Cc1c(-c2ccccc2)ccn(Cc2cccc(Cl)c2)c1=O	-4	4	-1.3	0	5	13	4	-3.0	-1	-6
CCOC(=O)N1CCC(N(CCOC)C(=O)Nc2ccc(C)c(C)c2)CC1	0	-1	-2.9	0	-4	13	-2	-2.4	-4	-5
C=CCOc1cccc(CNn2nnnc2N)c1	3	6	-0.3	0	-5	-8	0	1.1	0	-5
Cc1ccc(NC(=O)CCC(=O)NNC(=O)c2cccs2)c(C)c1	0	-4	-0.5	2	/	12	-20	-2.4	-4	1
CCc1ccc2nc(N)sc2c1	-3	0	0.6	-1	0	18	3	-3.9	2	7
Cc1nc(CCNC(=O)CC2C(=O)NCCN2Cc2ccoc2)nc2c1CCCC2 (configuration not stated)	3	8	0.9	-1	7	-6	5	0.9	-7	0
COc1ccc(-c2nn(-c3ccccc3)cc2C(=O)O)cc1N	0	-1	6.0	8	-2	5	-28	-1.2	-3	1
CCOC(=O)c1c(-c2cccc([N+](=O)[O-])c2)cn2ccccc12	6	-4	-0.4	-3	/	-4	17	0.8	2	-2
COc1ccc(-c2cc(=NC(CC(C)C)C(=O)O)c3cc(C)ccc3o2)cc1 (configuration not stated)	5	-8	2.5	-1	-4	11	5	-1.9	-4	-3
Cn1c(C(F)(F)F)nc2c(=O)oc3ccccc3c21	1	-9	-0.8	3	0	10	-7	-1.8	1	8
O=C(CNC(=O)c1ccco1)OCC(=O)c1cccc2ccccc12	-3	-6	-0.3	4	-3	18	4	-3.2	8	-4

Exported with two lines to a compound: part of the list above.
Each structure is followed by: Keap1-Nrf2 PPI | RTF Ca sens inh | LANA DNA inh | HTR5A ag ctr | CAL PDZ FP | MOR-DOR inv ag | HTR5A inv ag | MOR-DOR ag | cardiac RTF act | V-ATPase pHluor
> COC(=O)c1sc(N)c(C(=O)OC)c1CSc1nnc(-c2ccccc2Cl)n1C
  -7 | -12 | -1.2 | -1 | / | 5 | 21 | -0.9 | -4 | 9
> CCOC(=O)/C(C(=O)Nc1ccc(Br)cc1)=C1/NC(C)(C)Cc2ccccc21
  -4 | 4 | -0.1 | -3 | -3 | -20 | -10 | 4.0 | 9 | -1
> CCOC(=O)c1c(-c2ccccc2)csc1NC(=O)CSc1nc(N)cc(N)n1
  -2 | 2 | -1.2 | 11 | -4 | 0 | 16 | -0.1 | -2 | -1
> NC(=O)c1ccccc1NC(=O)Nc1cccc2ccccc12
  2 | 11 | -1.2 | -2 | -5 | 25 | -1 | -4.9 | 2 | 0
> O=C(CCCl)N1CCN(c2nc(-c3ccccc3)cs2)CC1
  -3 | 0 | -0.1 | 0 | -2 | 8 | 0 | -1.7 | -8 | 0
> COc1ccc(CCNC(=O)c2ccc(CNS(=O)(=O)c3ccc(C(C)(C)C)cc3)cc2)cc1OC
  -1 | -4 | -2.0 | 1 | -7 | 7 | -2 | -1.4 | -2 | -1
> COCCn1cnnc1SCC(=O)Nc1cccc(S(=O)(=O)N(C)c2ccccc2)c1
  1 | 3 | -1.0 | 2 | 1 | 10 | -1 | -2.0 | 5 | -1
